# Screens: PubChem, several laboratories
# NR1D1 modulator: modulators of Rev-erb alpha DNA binding, primary screen, biochemical, FITC-DNA, fluorescence polarization, uHTS. Nuclear receptor subfamily 1 group D member 1 (Homo sapiens), P20393. Rev-erbα–FITC-DNA binding, 90 min. activity, % at 10 µM. 0.79% of 370,000 active. AID 1259318, 2017;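 active = activity above about 14%, limit read from the data; passing the limit was not always enough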;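 note: 0% = DMSO wells with 35 nM protein and 100% = DMSO wells with 750 nM protein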
# HTRA1 inh: HTRA1 serine protease inhibitors, primary screen, biochemical, fluorescence polarization, HTS | Q92743 | recombinant HTRA1, FP-rhodamine activity-based probe | inhibition, % at 5.96 µM | 0.5% of 340,000 active; in the data active = inhibition above about 36%;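 note: 0% = enzyme with DMSO and 100% = wells lacking enzyme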
# rCAG RNA binder: binders of r(CAG) RNA repeats, primary screen, biochemical, fluorescence. inhibition, % at 3 µM. 1.3% of 370,000 active. r(CAG) RNA repeat, TO-PRO-1 dye displacement fluorescence;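 active = inhibition above the plate cutoff, the mean of all test compounds on that plate plus 3 SD, cut at about 35% in these data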;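 note: 0% = DMSO alone and 100% = 100 µM mitoxantrone as full dye displacement; higher means more dye released from RNA so lower well fluorescence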
# UHRF1 binding: UHRF1 methylated DNA binding inhibitors, primary screen, counter-screen for MBD2 inhibitor project, biochemical, TR-FRET, human UHRF1, single concentration; AID 687016, 2013; UHRF1 binding to methylated oligo; 0.75% of 370,000 active; inhibition, % at 4.4 µM; in the data active = inhibition above about 21%;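 note: UHRF1 SRA domain binding a hemimethylated CpG hairpin DNA probe; 0% = median of test compound wells and 100% = reference inhibitor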
# LEDGF integ inh: blockers of LEDGF/p75-dependent integrase strand transfer – biochemical, TR-FRET, high throughput, primary screen. HIV-1 integrase (with human LEDGF/p75). TR-FRET IN-LEDGF/p75 DNA integration, Eu/Cy5. inhibition, % at 3.7 µM. 0.64% of 370,000 active;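 active = inhibition above the screen-wide mean plus 3 SD, cut at about 13% in these data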;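 note: signal is the Cy5 over europium emission ratio at 671 and 618 nm; 0% = plate median of compound wells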
# TCR CD3 inh: inhibitors of human TCR-CD3 interaction, primary screen, biochemical, fluorescence, TAMRA-labeled TCR probe; inhibition, % at 9.4 µM; 0.37% of 360,000 active; in the data active = inhibition above about 19%;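 note: recombinant mutant TCR 2C K166C tagged with TAMRA read by polarization; 0% = receptor in buffer alone and 100% = receptor with positive control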
# PRMT1 inh: PRMT1 methyltransferase inhibitors, primary screen, biochemical, fluorescence polarization; Protein arginine N-methyltransferase 1 (Homo sapiens), Q99873; recombinant PRMT1, activity-based probe fluorescence polarization; inhibition, % at 2.79 µM; 1.3% of 370,000 active;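 active = inhibition above about 21% made by adding two undisclosed values, limit read from the data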
# MBD2 inh: inhibitors of MBD2 binding to methylated DNA, primary screen, biochemical, TR-FRET, DNA-binding domain, human. inhibition, % at 4.4 µM. AID 686964, 2013. 0.31% of 370,000 active. Methyl-CpG-binding domain protein 2 (Homo sapiens), Q9UBB5. MBD2 binding to methylated oligonucleotide; in the data active = inhibition above about 13%
# Target sequence (Q9UBB5 whole entry, looked up, the tested form may be a part): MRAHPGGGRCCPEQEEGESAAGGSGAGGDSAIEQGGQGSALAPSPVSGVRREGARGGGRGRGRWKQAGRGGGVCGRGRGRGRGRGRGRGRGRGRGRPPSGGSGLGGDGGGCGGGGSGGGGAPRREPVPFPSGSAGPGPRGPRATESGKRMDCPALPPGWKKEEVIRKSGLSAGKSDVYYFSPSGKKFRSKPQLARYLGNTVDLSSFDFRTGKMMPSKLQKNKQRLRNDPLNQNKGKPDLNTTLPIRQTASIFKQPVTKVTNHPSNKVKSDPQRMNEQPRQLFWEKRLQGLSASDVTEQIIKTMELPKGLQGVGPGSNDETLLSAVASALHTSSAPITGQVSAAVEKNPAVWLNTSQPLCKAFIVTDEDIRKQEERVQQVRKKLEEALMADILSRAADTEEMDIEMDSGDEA
# PG9 Ab binder: binders of HIV-1 gp120 antibody PG9, primary screen, biochemical, TR-FRET; TR-FRET gp120-PG9 antibody binding; inhibition, % at 6.7 µM; 0.43% of 360,000 active; AID 624416, 2012; in the data active = inhibition above about 8.5%
# ABHD4 inh: ABHD4 inhibitors, primary screen, biochemical, fluorescence polarization, mouse; purified mABHD4, FP-Rh probe fluorescence polarization; inhibition, % at 8.92 µM; 0.54% of 370,000 active;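 active = inhibition exceeding the mean over every tested compound plus 3 SD, cut at about 30% in these data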;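 note: 0% = plate median of compound wells and 100% = S159A mutant with DMSO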
# Target sequence (Q8VD66 whole entry, looked up): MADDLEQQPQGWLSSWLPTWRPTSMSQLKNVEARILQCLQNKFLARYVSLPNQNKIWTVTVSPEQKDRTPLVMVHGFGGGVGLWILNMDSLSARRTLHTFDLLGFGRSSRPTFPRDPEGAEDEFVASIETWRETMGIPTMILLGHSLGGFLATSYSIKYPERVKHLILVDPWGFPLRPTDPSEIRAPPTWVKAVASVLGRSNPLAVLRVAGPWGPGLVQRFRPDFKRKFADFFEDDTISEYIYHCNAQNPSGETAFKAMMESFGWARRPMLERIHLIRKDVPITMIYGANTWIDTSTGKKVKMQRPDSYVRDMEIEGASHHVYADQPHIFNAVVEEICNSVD
#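 Doses – 8.92 µM, single dose · Material – wild-type mouse ABHD4 protein · Replication – single well per compound (singlicate) · Measure – percent inhibition of probe binding, normalized to plate controls · Schedule – 45 min compound pre-incubation plus 60 min probe step, 25 °C · Detection – fluorescence polarization with parallel and perpendicular emission, 525/598 nm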
# * hit, by the source's call; x = not tested or not shown.
smiles,NR1D1 modulator,HTRA1 inh,rCAG RNA binder,UHRF1 binding,LEDGF integ inh,TCR CD3 inh,PRMT1 inh,MBD2 inh,PG9 Ab binder,ABHD4 inh
CCCC(=O)N1CCCC(C(=O)c2cccc(OC(C)C)c2)C1 (configuration not stated),-2,-2,-11,3,3,3,-2,3,-0.6,3
N#CC1(NC(=O)COc2ccccc2[N+](=O)[O-])CCCCC1,-3,-3,-8,2,-3,-9,-2,0,1.0,3
CCOC(=O)C1CCCN(C(=O)Cn2nc(C)n3nc(-c4ccccc4)cc3c2=O)C1 (configuration not stated),-8,-1,-5,0,3,2,-4,-1,-0.4,6
FC(F)(F)c1nnc(-c2ccccc2)nc1Oc1ccc(Cl)cc1Cl,5,-5,5,-1,5,8,-2,-6,0.6,4
O=C(CSc1ccsc1[N+](=O)[O-])N1CCN(c2ccc(Cl)cc2)CC1,3,11,17,-4,-1,7,1,0,-1.9,0
Cc1ccc(C(=O)c2cc3ccccc3o2)cc1C,0,-30,-5,0,6,9,-1,-5,1.1,3
O=C(Nc1ccccc1C(=O)O)c1ccc(NC(=O)C2CCCCC2)cc1,-8,-4,26,-206,4,-7,1,-6,1.5,-23
O=c1nc(N2CCCC2)nc(N2CCCC2)[nH]1,-2,8,-2,-1,-1,7,-1,3,1.5,4
COc1cc(OC)cc(C(=O)NCC(=O)OCC(=O)NC(C)(C)C)c1,-2,3,-2,-3,-3,-3,1,-2,-0.1,-7
CC(C)N(C(=O)[C@H]1C[C@H](CC(=O)NCCCn2ccnc2)C(=O)N2CCc3c([nH]c4ccc(Cl)cc34)[C@]12C)C(C)C,2,4,3,1,3,-2,6,4,1.4,-5
CCOC(=O)C(C)N1c2cccc3cccc(c23)S1(=O)=O (configuration not stated),9,4,1,-2,2,1,-3,-6,-2.6,-8
Cc1cc(C)c(S(=O)(=O)Nn2cnnc2)c(C)c1,-1,3,-3,-1,-5,2,1,8,1.5,-1
O=C(c1[nH]c(C(F)(F)F)nc1-c1ccccc1)N1CCN(c2ccccc2)CC1,-5,x,9,0,4,-4,4,2,0.4,-8
CN(C)CCNC(=O)c1onc(CSc2ccncc2)c1C(=O)NCCN(C)C,0,2,-3,2,-1,0,1,2,-2.4,7
CCC1(c2ccc(F)cc2)NC(=O)N(CC(=O)Nc2cccnc2Cl)C1=O (configuration not stated),0,-1,-4,0,-2,3,-4,2,0.3,-6
COc1cc(NC(=O)CCCNC(=O)Cn2cnc3sc4c(c3c2=O)CCCC4)cc(OC)c1OC,3,4,0,0,2,4,-1,-3,-0.3,-8
Cc1ccccc1NC(=O)OCCCN1C(=O)CCC12CCC(C)CC2 (configuration not stated),-6,x,0,-3,-2,x,2,-4,x,6
O=C(O)c1c(C(=O)O)c(-c2ccc(Cl)c(Cl)c2)n2c1CSC2,2,-8,32,9,1,-2,30*,2,-1.3,-4
CN1CCN(c2ccc(Cl)cc2NC(=O)c2ccc([N+](=O)[O-])cc2)CC1,-4,6,4,0,-6,-3,4,0,-0.2,8
C[C@@H]1COc2cc(N3CCC[C@@H]3CO)ccc2S(=O)(=O)N1,5,x,2,-1,-4,1,-2,1,1.0,4
CCCCc1ccc(NC(=S)N2CCCC2)cc1,2,2,-2,-1,-1,9,-3,-2,0.5,-3
Cc1noc(NC(=O)c2cccc(C(F)(F)F)c2)c1Cl,-2,-2,-2,0,-4,-3,0,0,-0.8,-3
Cc1nc(=O)c(-c2ccccc2)c(C)n1-c1ccc(S(N)(=O)=O)cc1,0,1,1,0,1,4,-3,1,1.1,-1
O=C(Nc1cccc2ncccc12)c1ccccc1[N+](=O)[O-],5,8,0,4,-4,-8,3,-4,-0.5,-1
O=C(NC1C2CC3CC(C2)CC1C3)c1ccc(Br)o1 (configuration not stated),-3,-4,-3,-1,-1,2,-5,0,-1.9,3
CC(=O)Nc1ccc(S(=O)(=O)N(C)CC(=O)OCC(=O)Nc2cccnc2Cl)cc1,-5,-10,0,3,2,5,-1,-7,0.2,2
O=C(Nc1ccc(OC(F)(F)F)cc1)c1cc(S(=O)(=O)N2CCCCC2)ccc1N1CCOCC1,-1,-22,5,-2,3,-1,-3,-2,-0.1,-3
Cc1ccc(Nc2nc(NCC3CCCO3)nc(N)c2[N+](=O)[O-])cc1C (configuration not stated),-3,4,1,2,-2,-4,1,1,0.3,7
Cn1cnnc1SCC(=O)Nc1ccc2nc(SCc3ccccc3)sc2c1,2,-40,5,0,-3,0,2,-4,-0.7,-28
COC(=O)[C@]12C[C@H](CC(=O)N3CCCCC3)C(=O)N(Cc3ccc(Cl)cc3Cl)C1=C[C@H](C(C)C)O[C@@H]2C1CC1,-4,x,1,-1,4,x,-7,-7,x,-2
O=C(N/C(=C/c1ccc(Cl)cc1)C(=O)N1CCCCC1)c1ccco1,-2,-1,-7,2,-3,-1,0,1,-0.1,2
Cc1ccccc1NC(=O)CN1C(=O)S/C(=C\c2cccn2-c2cccc(C(=O)O)c2)C1=O,-5,-14,7,3,0,-2,0,0,0.1,5
CCNC(=O)NC(=O)C(C)N1C(=O)NC(c2ccccc2)(c2ccccc2)C1=O (configuration not stated),3,-1,-2,6,-5,2,-1,2,-1.1,5
CC(C)c1cccc(C(C)C)c1OCCCCCN1CCOCC1,8,x,-11,5,3,-1,-3,3,-2.8,4
CCOC(=O)c1c(-c2ccccc2)oc2ccc(OCC(=O)NNC(=O)CCCC(=O)O)cc12,1,-4,25,2,2,-8,5,-1,3.3,-17
CN(C)c1ccnc(Oc2ccccc2)c1C#N,4,3,0,0,4,-1,4,-3,2.8,-4
Cc1ccc(C(=O)NCCNS(=O)(=O)c2ccccc2)cn1,1,-3,-2,0,-2,5,0,1,-2.1,6
O=C(CCNC(=O)N1CC(=O)Nc2ccccc21)Nc1cccc(Cl)c1,-1,6,1,-2,0,12,1,-2,0.1,4
CCOC(=O)c1c(NC(=O)CN2C(=O)NC3(CCCCC3)C2=O)sc(C)c1-c1ccc(C)cc1,12,-14,3,-4,5,3,-2,-2,-0.5,-4
Cc1ccc(S(=O)(=O)N(C)c2cc(S(=O)(=O)N3CCC(C)CC3)c(C)cc2C)cc1,5,-40,-5,1,0,-1,0,1,0.1,-5
Cc1ccc(C(=O)N(NC2=NS(=O)(=O)c3ccccc32)S(=O)(=O)c2ccc(C)cc2)cc1,-2,1,64*,3,-4,-9,3,1,0.8,5
COC(=O)c1c(NC(=O)C(=O)N2CCOCC2)sc2c1CCCC2,0,-4,-2,-1,2,2,-2,-2,-0.2,-1
Cc1ccc(C)c2[nH]c(=O)c(CCNC(=O)c3ccc(S(=O)(=O)N4CCCC4)cc3)cc12,-3,-3,-5,-3,3,4,-3,-3,-0.5,-4
N#Cc1c(N)[nH]c(C(=O)c2ccccc2)c1-c1ccc(Cl)cc1,-5,x,10,0,3,8,-4,-11,0.6,17
N/C(=N\S(=O)(=O)c1cc(C(F)(F)F)cc(C(F)(F)F)c1)c1ccc(Cl)cc1,-1,-39,-1,-2,-1,-2,3,-6,-2.9,-24
CN(c1ccccc1)S(=O)(=O)c1ccc(Cl)c(C(=O)OCC(=O)NC2CCS(=O)(=O)C2)c1 (configuration not stated),-3,-1,-5,0,4,-2,0,2,-3.4,0
N#CSC(c1ccccc1)c1nc2ccccc2[nH]c1=O (configuration not stated),-4,0,3,2,2,2,1,-4,2.1,-1
Cc1ccc(-c2cc(C(=O)N3CCC(C)CC3)c3ccccc3n2)cc1,2,-32,-3,2,1,7,2,-2,-0.3,6
O=C(NC1CCCN(CCc2ccccc2)C1)c1c[nH]c2ccccc12 (configuration not stated),2,-3,-3,1,6,-7,1,3,-0.2,-2
O=C(O)c1cncc(C#Cc2ccccc2)c1,2,1,3,0,1,-3,1,-7,1.8,6

# (cont.)
smiles,NR1D1 modulator,HTRA1 inh,rCAG RNA binder,UHRF1 binding,LEDGF integ inh,TCR CD3 inh,PRMT1 inh,MBD2 inh,PG9 Ab binder,ABHD4 inh
COc1ccc(-c2noc(CN(C(=O)c3cccs3)C(C)C)n2)cc1,2,-10,1,2,1,-1,-1,-5,0.6,-5
Cc1ccc2sc(NNC(=O)C3=COCCO3)nc2c1C,-5,13,51*,10,13,4,5,3,-1.3,-3
COC(=O)[C@@]1(Cc2ccc(OC)cc2)[C@H]2c3cc(C(=O)N4CCCC4)n(Cc4cc(C)n(C)n4)c3C[C@H]2CN1C(=O)c1ccccc1,-10,x,7,1,-6,-3,4,-4,0.3,-2
Cc1cc(=O)[nH]c(SCc2nnc(-c3ccccc3)o2)n1,-3,-2,2,1,4,2,18,-2,0.1,-1
Cc1cc(NC(=O)C(C)SCC(=O)N(C)Cc2ccccc2F)no1 (configuration not stated),3,-3,-3,1,-4,-14,2,6,1.1,6
CCN(CC(=O)Nc1ccccc1C(F)(F)F)C(=O)CN1C(=O)NC(C)(c2ccccc2)C1=O (configuration not stated),2,2,-3,-2,-1,2,-2,-2,-0.3,-1
COc1ccc(Cl)cc1C(=O)n1cnc2ccccc21,5,3,-1,-3,0,4,4,-6,-1.8,4
COc1ccc(CN2CCNC(=O)C2CC(=O)O)c(OC)c1 (configuration not stated),-3,0,5,-1,-2,-3,-3,-1,0.8,-3
COc1ccc(C(=O)NC2CCCc3ccccc32)cc1Br (configuration not stated),-2,-17,-4,1,2,-2,-1,-2,-1.1,-5
Cc1ccc(-c2nnc(CCC(=O)N(C)Cc3nccs3)o2)s1,6,-6,-2,-3,4,-2,-2,3,-1.5,-5
COC(=O)c1cc(NC(=O)c2cccnc2)ccc1N1CCOCC1,-2,1,-5,0,-2,-7,5,0,0.2,-6

# Record cards, from the list above. Order of screens: NR1D1 modulator | HTRA1 inh | rCAG RNA binder | UHRF1 binding | LEDGF integ inh | TCR CD3 inh | PRMT1 inh | MBD2 inh | PG9 Ab binder | ABHD4 inh
# COc1ccc(CN2CCNC(=O)C2CC(=O)O)c(OC)c1 (configuration not stated) is listed with -3 | 0 | 5 | -1 | -2 | -3 | -3 | -1 | 0.8 | -3
# COc1ccc(-c2noc(CN(C(=O)c3cccs3)C(C)C)n2)cc1 is listed with 2 | -10 | 1 | 2 | 1 | -1 | -1 | -5 | 0.6 | -5
# Cc1cc(NC(=O)C(C)SCC(=O)N(C)Cc2ccccc2F)no1 (configuration not stated) is listed with 3 | -3 | -3 | 1 | -4 | -14 | 2 | 6 | 1.1 | 6
# Cc1cc(=O)[nH]c(SCc2nnc(-c3ccccc3)o2)n1 is listed with -3 | -2 | 2 | 1 | 4 | 2 | 18 | -2 | 0.1 | -1
# COc1ccc(C(=O)NC2CCCc3ccccc32)cc1Br (configuration not stated) is listed with -2 | -17 | -4 | 1 | 2 | -2 | -1 | -2 | -1.1 | -5

# Only part of the results is shown; count on the stated rates, not on these rows.
